Bioassay records as filed in PubChem.
STK33 kinase inh: human STK33 kinase inhibition; Q9BYT3; purified STK33, MBP phosphorylation, ADP-Glo luminescence; inhibition, % at 10 µM; 0.073% of 320,000 active; AID 2661;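 active = inhibition at or above 25%, using the most active replicate where run in duplicate; inactive = inhibition below 25%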
Target sequence (Q9BYT3 whole entry, looked up): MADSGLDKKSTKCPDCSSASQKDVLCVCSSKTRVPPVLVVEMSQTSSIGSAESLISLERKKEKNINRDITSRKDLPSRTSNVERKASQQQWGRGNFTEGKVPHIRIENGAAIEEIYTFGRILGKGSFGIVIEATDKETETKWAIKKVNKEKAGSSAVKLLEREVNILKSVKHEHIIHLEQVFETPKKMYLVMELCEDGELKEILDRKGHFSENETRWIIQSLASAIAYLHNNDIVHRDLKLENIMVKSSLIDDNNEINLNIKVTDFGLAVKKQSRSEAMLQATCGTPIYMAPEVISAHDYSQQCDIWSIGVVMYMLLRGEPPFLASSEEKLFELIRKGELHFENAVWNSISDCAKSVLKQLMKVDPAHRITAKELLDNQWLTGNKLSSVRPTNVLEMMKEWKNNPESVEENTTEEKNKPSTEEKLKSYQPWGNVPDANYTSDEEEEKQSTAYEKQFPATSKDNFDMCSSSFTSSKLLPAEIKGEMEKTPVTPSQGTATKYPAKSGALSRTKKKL
OX1R antag-1: blocks the human orexin 1 receptor | O43613 | OX1R-expressing cells, FRET antagonist read-out | inhibition, % at 6.6 µM | 1.8% of 330,000 active | AID 485270; in the data active = inhibition mostly above about 38%, no sharp cut-off; inactive = mostly below about 40%;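 note: 0% = agonist challenge alone and 100% = reference antagonist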
Target sequence (O43613 whole entry, looked up): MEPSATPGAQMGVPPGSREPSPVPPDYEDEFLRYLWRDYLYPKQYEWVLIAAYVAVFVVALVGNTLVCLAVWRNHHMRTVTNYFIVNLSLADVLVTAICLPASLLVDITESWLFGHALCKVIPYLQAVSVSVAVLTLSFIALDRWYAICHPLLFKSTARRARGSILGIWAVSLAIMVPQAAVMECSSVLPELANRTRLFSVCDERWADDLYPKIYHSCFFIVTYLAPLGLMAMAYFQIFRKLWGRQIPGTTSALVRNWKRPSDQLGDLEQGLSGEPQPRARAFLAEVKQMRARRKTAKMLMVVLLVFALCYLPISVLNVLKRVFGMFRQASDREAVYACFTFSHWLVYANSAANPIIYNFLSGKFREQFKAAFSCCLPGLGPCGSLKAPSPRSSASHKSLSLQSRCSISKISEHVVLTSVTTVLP
OX1R antag-2: antagonists of human orexin 1 receptor | 0.43% of 330,000 active | AID 434989 | CHO/OX1R cells, Fluo-8 calcium fluorescence, orexin A | inhibition, % at 5 µM;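 active = inhibition above its plate's threshold, mean inhibition of all tested compounds on the plate plus 3 SD, cut at about 37% in these data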;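 note: 0% = orexin A challenge wells and 100% = SB-334867-A antagonist wells; not every result past the cut was called active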
* marks the source's active call; other numbers are inactive results; . = not tested or not shown. Rows were taken by chance; any-hit rate near 2.2%.

SMILES | STK33 kinase inh | OX1R antag-1 | OX1R antag-2
CCOC(=O)c1cc(C#N)c(Oc2ccccc2OC)nc1-c1ccccc1 | -0.6 | 20 | -18
O=C(NCCCCCNC(=O)c1ccco1)c1ccco1 | -2.8 | 6 | -11
Cc1ccc(S(=O)(=O)N(C)C)cc1NC(=O)COC(=O)Cc1ccc(Br)cc1 | 0.1 | 16 | -23
Cc1ccc(C(=O)NC(=S)NNC(=O)c2ccccc2)cc1 | -0.7 | 7 | 11
CC(C)c1ccc(S(=O)(=O)N2CCN(C(=O)c3cc([N+](=O)[O-])ccc3N3CCOCC3)CC2)cc1 | -3.3 | 25 | -24
CCOc1ccc(C(=O)NCC(=O)OCc2cc([N+](=O)[O-])cc3c2OCOC3)cc1OCC | -0.5 | 29 | -47
Cc1nn(-c2ccccc2)c(N2CCCC2)c1/C=N/O | 0.3 | 9 | -26
O=C(Nc1ccc2ncccc2c1)Nc1ccc2ncccc2c1 | 1.9 | 76* | -4
COc1ccc(OC)c(CNC(=O)COc2cc(=O)n(C)c3ccccc23)c1 | 1.5 | 17 | -24
O=C(NCCc1ccc(Cl)cc1)C1CCN(S(=O)(=O)c2cccc3nonc23)CC1 | -0.4 | 12 | -7
Cc1ccc(C(=O)N2CCN(c3ccc(NC(=O)c4cccs4)cc3)CC2)cc1 | -0.2 | 17 | -10
Cc1ccc(NS(=O)(=O)c2cc(OCC(N)=O)c(C)cc2Cl)cc1 | 0.1 | 21 | -4
CCOC(=O)c1nc(C)sc1-c1ccnn1S(=O)(=O)c1ccc(C)cc1 | 3.3 | 9 | -36
CC[N+]1(C)[C@@H]2CC[C@H]1CC(OC(=O)[C@H]1CCC(C(=O)OC3C[C@H]4CC[C@@H](C3)[N+]4(C)CC)(c3ccccc3)c3ccccc31)C2 (some centres not stated) | 0.8 | 10 | -6
COc1cc(NC2c3ccccc3C(=O)N2Cc2ccc3c(c2)OCO3)cc(OC)c1 (configuration not stated) | -0.4 | 15 | -15
CCOC(=O)c1cnc(SCC(=O)c2ccc(Cl)cc2)nc1N | -0.3 | 15 | -31
Cc1ccc2c(c1)[C@H]1[C@H](CO2)[C@H](c2ccccc2)[C@]2(C)C(=O)Nc3cc(F)c(F)cc3C(=O)N12 | -0.7 | 4 | -6
N#Cc1ccsc1NC(=O)CN1CCN(c2ccccc2O)CC1 | -0.3 | 24 | 2
CCOc1nc(NCCN2CCOCC2)nc(Nc2ccc(C)cc2)n1 | 0.7 | 27 | -17
O=C1C2CCCN2C(c2ccccc2)N1c1nccs1 (configuration not stated) | 0.2 | 16 | -27
CC(C)CC1Nc2ncnc(N3CCN(c4ccccn4)CC3)c2N(Cc2ccc(Br)cc2)C1=O (configuration not stated) | -0.4 | 22 | -48
CC(C)CCNC(=O)C1CC(=O)N(C2CCCC2)C1 (configuration not stated) | -2.5 | 4 | -9
CC(=O)NS(=O)(=O)c1ccc(NC(=O)CC(C)c2ccccc2)cc1 (configuration not stated) | -1.9 | 3 | 0
COc1ccc(NC(=O)CCc2ccccc2)cc1S(=O)(=O)N1CCOCC1 | -0.9 | 5 | 0
O=C(Oc1ccc2[nH]cc(CCN3C(=O)c4ccccc4C3=O)c2c1)c1ccco1 | 0.1 | 44 | -5
OCCNCCOc1ccccc1F | 1.5 | 24 | -12
O=C(c1ccc(F)cc1)c1cnc(Nc2ccccc2)s1 | 1.8 | 25 | -23
CC1(C)Cc2cccc(OCC(=O)OCC(=O)c3ccccc3)c2O1 | -0.6 | 2 | -11
S=c1nc(Cc2ccc(Cl)cc2)[nH]c2ccccc12 | -2.4 | 7 | -26
COc1ccc(-c2[nH]ncc2CN2CCC(C(=O)c3ccc(F)cc3)CC2)cc1 | 1.1 | 3 | -13
N#C/C(=C(/O)c1cccc(F)c1)c1nc2ccccc2s1 | 0.2 | 55 | 12
Cc1ccc(NC(=O)CNC(=O)c2ccccc2F)cc1Cl | 1.2 | 11 | 4
Cc1cc2c(cc1S(=O)(=O)N(C)Cc1ccccc1)n(C)c(=O)c(=O)n2C | -0.3 | 14 | 10
CCn1c(SCC(=O)NCc2ccco2)nnc1-c1ccncc1 | . | 7 | -11
COc1ccc(OC)c(S(=O)(=O)NCCCN2CCOCC2)c1 | -0.5 | 16 | -10
O=C(Nc1ccc2nsnc2c1)NC1CCCCC1 | -1.6 | 34 | -10
C[C@H](NC(=O)c1nc[nH]c1C(=O)NC1CCN(C(=O)OC(C)(C)C)CC1)C(=O)OCc1ccccc1 | 0.0 | 19 | -10
COc1ccc(S(=O)(=O)N(Cc2cccnc2)Cc2cc3ccccc3[nH]c2=O)cc1 | -0.6 | 9 | -25
Cc1ccc(-c2csc(N3CCC(NS(=O)(=O)c4ccc5c(c4)OCCO5)CC3)n2)cc1 | 0.0 | 36 | 51*
O=C(CN1C(=O)NC2(CCCCCC2)C1=O)N1CCC(Cc2ccccc2)CC1 | 0.0 | 4 | -1
CCOc1cc(/C=N/NC(=O)C(=O)N/N=C/c2ccc(O)c(OCC)c2)ccc1O | 0.2 | 51 | 20
CCCCCn1nc(C(=O)OCc2nc(N)nc(Nc3ccccc3)n2)c2ccccc2c1=O | 0.0 | 14 | -35
Cc1cc([N+](=O)[O-])nn1CC(=O)Nc1cnc2ccccc2c1 | 0.8 | 17 | -16
C=CCOn1c(C)c(C(C)=O)c2c3no[n+]([O-])c3ccc21 | 0.0 | 12 | -19
CC(=O)c1cc(CN2CCC(n3nccc3NC(=O)c3ccccc3C)CC2)cs1 | -1.2 | 16 | 4
CCOC(=O)CNC(=O)CSc1nc2cccnc2n1Cc1ccccc1 | -0.3 | 14 | -22
CCCCCCOC(=O)CCc1c(C)nc(N)[nH]c1=O | -0.5 | 15 | -7
O=C(NCc1ccco1)/C(=C/c1ccco1)NC(=O)c1ccc(Br)o1 | -1.2 | 14 | -8

Quoted from the listing:
CCCCCn1nc(C(=O)OCc2nc(N)nc(Nc3ccccc3)n2)c2ccccc2c1=O in OX1R antag-2 is listed with -35
C[C@H](NC(=O)c1nc[nH]c1C(=O)NC1CCN(C(=O)OC(C)(C)C)CC1)C(=O)OCc1ccccc1 in STK33 kinase inh is listed with 0.0

Next part.
SMILES | STK33 kinase inh | OX1R antag-1 | OX1R antag-2
COc1ccccc1CNC(=O)COc1ccc(C)cc1 | -1.8 | 8 | -1
CCOc1ccc(C(=O)NCC(=O)NCCCn2nc(C)cc2C)cc1OCC | -3.2 | 10 | -19
COc1ccc(Cl)cc1C(=O)NNC(=S)NC(=O)/C=C/c1ccco1 | -0.4 | 8 | -8
C=CCOC(=O)C1=C(C)NC(=O)NC1c1ccc(OCC)cc1 (configuration not stated) | -0.9 | 9 | -9
CCOC(=O)C1CCCN(C(=O)c2ccc3c(c2)NC(=O)C(N2CCOCC2)S3)C1 (configuration not stated) | -1.4 | 16 | -13
COc1ccc(C(C)=O)cc1COC(=O)c1cccnc1SC | -1.6 | 9 | -21
COc1ccccc1C1=NC(c2ccc(C)cc2)N=C1C (configuration not stated) | -2.2 | 10 | -22
CC(C)(C)C(=O)Nc1ncccc1C(O)c1cccc(C(F)(F)F)c1 (configuration not stated) | -0.2 | 7 | -23
CCNC(=S)N1CCc2cc(OC)c(OC)cc2C1COc1ccccc1OC (configuration not stated) | -0.2 | 9 | -15
O=C(C[n+]1cc(Br)cc2ccccc21)c1ccc(F)cc1 | -1.3 | 20 | -9
C=CCNC(=O)c1c(CSc2ccccc2)noc1C(=O)NCc1ccccc1 | 0.3 | 13 | -21
c1cncc(-c2nc3ccccc3[nH]2)c1 | 4.7 | 7 | 10
Cc1cc(NC(=O)C2CC2)ncc1NC(=O)C12CC3CC(CC(C3)C1)C2 | -0.9 | 14 | 0
CCCCN(Cc1cc2ccccc2[nH]c1=O)S(C)(=O)=O | -1.4 | 12 | -6
Cc1ccc(S(=O)(=O)N2CCC3(CC2)OCCN3S(=O)(=O)c2c(C)cc(C)cc2C)cc1 | 0.0 | 1 | -11
COc1ccc(NCc2nnc(-c3ccccc3)o2)cc1 | -0.6 | 8 | -16
CCCCCCN(C(=O)CCCN1C(=O)NC(c2ccc([N+](=O)[O-])cc2)C(C(=O)OCc2ccccc2)=C1C)C(C)C(=O)NCCCC (configuration not stated) | . | 13 | 3
CC1=NN(c2ccc(Cl)cc2)C(=O)C1 | -2.0 | 11 | -3
O=C(Nc1ccon1)c1cc2c(s1)CCCC2 | 3.4 | 5 | 0
CCn1ncc(/C=N/NC(=O)c2ccc3c(c2)OCO3)c1C | -0.8 | 29 | -9
CCS(=O)(=O)N1CCN(c2cccc(C)c2C)CC1 | -0.8 | 13 | -15
CC1(c2ccc3ccccc3c2)NC(=O)N(CC(N)=O)C1=O (configuration not stated) | -0.9 | -1 | -2
O=C(/C=C(\c1ccc(Cl)cc1)n1cncn1)c1ccc(Cl)cc1 | -0.6 | 28 | -31
Cc1cccc(NC(=O)Nc2ccc(C)cc2Br)c1 | -0.9 | 13 | -10

Printed as active in OX1R antag-2, of those listed so far:
SMILES | STK33 kinase inh | OX1R antag-1 | OX1R antag-2
Cc1ccc(-c2csc(N3CCC(NS(=O)(=O)c4ccc5c(c4)OCCO5)CC3)n2)cc1 | 0.0 | 36 | 51*

One compound at a time (already shown). Order of screens: STK33 kinase inh | OX1R antag-1 | OX1R antag-2
`S=c1nc(Cc2ccc(Cl)cc2)[nH]c2ccccc12` is listed as -2.4 | 7 | -26
`COc1ccccc1CNC(=O)COc1ccc(C)cc1` is listed as -1.8 | 8 | -1
`Cc1cc(NC(=O)C2CC2)ncc1NC(=O)C12CC3CC(CC(C3)C1)C2` is listed as -0.9 | 14 | 0

Following part.
SMILES | STK33 kinase inh | OX1R antag-1 | OX1R antag-2
Nc1nc(SCc2ccccc2Cl)n[nH]1 | -1.6 | 13 | -10
COCCN(C(=O)c1ccco1)C(C(=O)NC1CCCC1)c1cccs1 (configuration not stated) | -1.2 | 27 | -36
Cc1ccc(S(=O)(=O)Nc2ccc(O)c3cccnc23)cc1 | -1.1 | 33 | -4
C[C@H]1COC2=C1C(=O)C(=O)c1c2ccc2c1CCCC2(C)C | 0.1 | 9 | -7
CCSc1nc2n(n1)C(c1cccc(F)c1)C1=C(CCCC1=O)N2 (configuration not stated) | 0.0 | 13 | -21
COc1cc(OC)cc(C(=O)N[C@H](C(=O)OCC(=O)Nc2sccc2C#N)C(C)C)c1 | -0.7 | 9 | -37
CSc1ccccc1OCc1cc(C(=O)N2CCSCC2)no1 | -1.2 | 16 | 2
CCn1c(SCC(=O)NCCc2ccccc2)nnc1C(C)C | -0.9 | 13 | -27
CC(NC(=O)c1ccco1)C(=O)N1CCN(c2ccccc2)CC1 (configuration not stated) | -3.4 | 11 | -7
C=CCn1c(SCC(=O)Nc2ccc(C(=O)O)cc2)nc2sc(C)c(C)c2c1=O | . | 4 | 6
COc1cscc1C(=O)O | -0.6 | 9 | -2
Cn1c(CNc2ccc(O)cc2)nc2ccccc21 | 0.1 | -3 | -13
CC1CC(=O)N(CC(=O)NCc2ccc3c(c2)OCO3)c2ccccc2S1 (configuration not stated) | -0.2 | 14 | -12
CC1=C(C#N)C(Nc2cc(C)ccn2)(C(F)(F)F)C(=O)N1 (configuration not stated) | 7.5 | 13 | -16
Cc1cc(C)cc(NC(=S)N2CCN(C(=O)c3ccco3)CC2)c1 | -0.2 | 10 | 0
Cc1c(NC(=O)c2cccc(NC(=O)Cc3ccccc3F)c2)c(=O)n(-c2ccccc2)n1C | -0.3 | 7 | -12
CCOC(=O)CNc1c(-c2ccccc2)nc2ccc(Cl)cn12 | -0.5 | 24 | -23
Cc1ccc2nc(SC(C)C(=O)NC3CCCc4ccccc43)[nH]c2c1 (configuration not stated) | -1.4 | 56 | -10
CC1C/C(=N\NC(=S)NCc2ccccc2)CC(C)(C)C1 (configuration not stated) | 0.4 | 12 | -23
CCOCCCNC(=S)N(CCN(CC)CC)Cc1cc2cc3c(cc2[nH]c1=O)OCCO3 | 1.2 | 11 | -10
COc1ccc(NC(=O)C23CC4CC(C2)CC(n2cnc(Br)n2)(C4)C3)cc1OC | 0.5 | 6 | 2
O=Cc1ccc(O)c(O)c1 | 1.6 | 22 | -4
CCCc1cc(=O)[nH]c(SCC(=O)NC2CCCCCCC2)n1 | -1.6 | 19 | -12
CC(C)CN1C(=O)NC(NC(=O)c2cccs2)(C(F)(F)F)C1=O (configuration not stated) | -0.8 | 4 | -12

Taken from the entries so far (five entries):
SMILES | STK33 kinase inh | OX1R antag-1 | OX1R antag-2
CCOC(=O)c1cc(C#N)c(Oc2ccccc2OC)nc1-c1ccccc1 | -0.6 | 20 | -18
O=C(NCCCCCNC(=O)c1ccco1)c1ccco1 | -2.8 | 6 | -11
Cc1ccc(S(=O)(=O)N(C)C)cc1NC(=O)COC(=O)Cc1ccc(Br)cc1 | 0.1 | 16 | -23
Cc1ccc(C(=O)NC(=S)NNC(=O)c2ccccc2)cc1 | -0.7 | 7 | 11
CC(C)c1ccc(S(=O)(=O)N2CCN(C(=O)c3cc([N+](=O)[O-])ccc3N3CCOCC3)CC2)cc1 | -3.3 | 25 | -24

Next part.
SMILES | STK33 kinase inh | OX1R antag-1 | OX1R antag-2
O=C(NNC(=O)C1CCN(S(=O)(=O)c2cccc(Cl)c2)CC1)C1CC1 | 0.2 | 14 | -2
CC(CCc1ccccc1)NC(=O)c1ccc(F)cc1 (configuration not stated) | . | 2 | -27
Cn1c(=O)c2c(nc(SCC(=O)N3CCc4ccccc4C3)n2C)n(C)c1=O | -0.3 | 13 | -4
C/C(=N\NC(=O)CC#N)c1cc2ccc(O)cc2oc1=O | 0.8 | 17 | -8
CCOc1ccc(Cc2onc3c2C(=O)CCC3)cc1OCC | 0.4 | 21 | -19
O=S(=O)(c1ccccc1F)N1CCN(Cc2cc3c(cc2Br)OCCO3)CC1 | -0.8 | 3 | -16
